Assay outcomes (PubChem BioAssay)
IP6K1 inhibitor: IP6K1 kinase inhibition; 140,000 compounds, 0.81% hits; Q92551; activity change, % (series mostly up to about 58 µM); IP6K1 kinase, ADP-Glo luminescence, 2 h; hits give low values; AID 1645851; in the data active means activity change below about -25%
Target sequence (Q92551 whole entry, looked up): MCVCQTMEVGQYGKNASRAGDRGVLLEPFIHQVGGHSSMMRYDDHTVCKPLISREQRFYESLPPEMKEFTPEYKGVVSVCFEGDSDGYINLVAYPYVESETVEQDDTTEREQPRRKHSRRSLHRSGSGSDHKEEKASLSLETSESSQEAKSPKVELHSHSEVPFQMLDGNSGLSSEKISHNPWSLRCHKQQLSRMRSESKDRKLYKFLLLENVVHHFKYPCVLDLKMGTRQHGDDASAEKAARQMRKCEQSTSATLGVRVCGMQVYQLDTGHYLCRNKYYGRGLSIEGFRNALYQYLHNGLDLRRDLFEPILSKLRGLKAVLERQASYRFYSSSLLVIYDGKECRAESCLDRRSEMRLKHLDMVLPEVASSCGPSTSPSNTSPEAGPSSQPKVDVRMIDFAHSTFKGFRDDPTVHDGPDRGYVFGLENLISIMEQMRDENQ
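ADP-Glo luminescence measures ADP made by human IP6K1 during a 2 h RT reaction with ATP/IP6 (mix at 1.3 mM/130 uM); top library doses 57.5 and 19.1 uM final.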
HEK293 viab: cell viability loss counter-screen; HEK-293-SNCA-luc viability, GF-AFC fluorescence, 24 h; 150,000 compounds, 0.12% hits; Potency, µM (highest dose often 57.1 µM), inactives show at the highest dose activity change, negative = cytotoxicity, usual class: cytotoxic;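 further: potency means the concentration at half of the fitted maximal effect; 0% = DMSO-treated cells and -100% = medium-only wells without cells; nearly all actives have a fitted effect of over 30% in size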
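HEK-293-SNCA-luc cells (1500/well) plated 24 h, then exposed 24 h to a dilution series; GF-AFC added 30 min at 37C, fluorescence 405/540 nm; normalised to medium-only and DMSO wells, Hill fit.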
SNCA expr inhib: inhibitors of alpha-synuclein (SNCA) gene expression | HEK-293 SNCA-luciferase knock-in, luminescence, 24 h | Potency, µM (titrated, usually from 57.2 µM), inactives show top-dose activity change, negative = inhibition, most hits filed as inhibitors | 140,000 compounds, 0.17% hits;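 further: potency means the concentration at half of the fitted maximal effect; plate controls were DMSO cells for no effect and cell-free wells for full effect; nearly all actives have a fitted effect of over 45% in size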
FLuc inh: inhibitors of firefly (Photinus pyralis) luciferase | 76,000 compounds, 2.5% hits | Potency, µM (doses to about 115 µM), without a hit: at the top dose activity change, negative = inhibition, usual class: inhibitors | purified P. pyralis luciferase, luminescence, biochemical; further: potency means the concentration at half of the fitted maximal effect; nearly all actives have a fitted effect of over 65% in size
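Biochemical qHTS: compound (6-point titration) added to 10uM D-luciferin plus 10uM ATP in Tris acetate pH 7.5 buffer with Mg, Tween-20 and BSA, then purified enzyme at 10nM; light output imaged.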
NIH3T3 tox: cytotoxic compounds in NIH 3T3 cells. 94,000 compounds, 4.3% hits. Potency, µM (doses to about 96.7 µM), inactives show top-dose activity change, negative = cytotoxicity, most hits filed as inhibitors. NIH 3T3 viability, CellTiter-Glo ATP luminescence, 48-72 h; further: potency means the concentration at half of the fitted maximal effect; nearly all actives have a fitted effect of over 55% in size
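Mouse fibroblast NIH 3T3 cells, 400 per well, received compound via pintool and were incubated for 48 or 72 hr prior to CellTiter-Glo ATP luminescence measurement.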
HEK cytotox: kills HEK 293 cells. HEK 293 viability, ATP luminescence (CellTiter-Glo), 48-72 h. Potency, µM (doses to about 115 µM), without a hit: at the top dose activity change, negative = cytotoxicity, actives largely listed as inhibitors. 94,000 compounds, 6.6% hits. AID 1345083; further: potency means the concentration at half of the fitted maximal effect; nearly all actives have a fitted effect of over 60% in size
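HEK 293 cells at 250 cells/well were exposed to compounds by pintool transfer for 48 or 72 hr at 37 degree Celsius, 5% CO2. Viability was read as ATP-coupled luminescence with CellTiter-Glo after 10 min at room temperature.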
GPT2 inh: GPT2 alanine aminotransferase inhibition; Q8TD30; Recombinant GPT2, coupled pyruvate oxidase/HRP Amplex Red fluorescence; Potency, µM (doses to about 57.7 µM), for inactives: at the top dose activity change, negative = inhibition, usual class: inhibitors; 100,000 compounds, 0.25% hits; further: potency means the concentration at half of the fitted maximal effect; nearly all actives have a fitted effect of over 60% in size; many of its hits are not listed in these tables
Target sequence (Q8TD30 whole entry, looked up): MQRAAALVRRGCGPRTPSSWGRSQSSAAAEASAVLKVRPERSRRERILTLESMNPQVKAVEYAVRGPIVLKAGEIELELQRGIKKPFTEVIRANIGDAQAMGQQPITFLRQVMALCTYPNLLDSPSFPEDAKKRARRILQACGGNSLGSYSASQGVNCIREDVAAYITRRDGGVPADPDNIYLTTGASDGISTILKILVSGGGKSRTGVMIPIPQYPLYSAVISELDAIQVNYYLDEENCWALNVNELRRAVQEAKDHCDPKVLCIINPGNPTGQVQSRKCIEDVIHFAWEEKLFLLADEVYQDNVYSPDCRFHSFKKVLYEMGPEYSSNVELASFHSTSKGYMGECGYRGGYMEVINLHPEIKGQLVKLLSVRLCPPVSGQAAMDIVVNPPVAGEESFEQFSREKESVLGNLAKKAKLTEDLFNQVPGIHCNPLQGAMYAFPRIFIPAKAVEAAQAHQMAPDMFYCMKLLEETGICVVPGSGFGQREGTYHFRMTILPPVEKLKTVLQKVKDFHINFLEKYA
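GPT2 10ng/uL, a-KG 250uM, L-Ala 2mM, HEPES pH7.5 + 0.0001% Tween; 30 min RT. Then Amplex mix (PO/HRP/ThPP), 30 min RT dark, fluorescence. AOA 50uM used as positive control.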
The depositor's hits bear a star; i = inactive; ? = inconclusive; · = not tested or not shown; & = joins results of further samples; ! = not confirmed by another sample; [ ] = remark or other dose. Unless noted, the call rests on the fitted dose curve; in most records, active means well fitted curve in the direction sought with a large enough effect; inconclusive means small, poorly fitted or top-dose-only effect, or another doubt; inactive means no such curve, though single readings can be large; an effect the other way counts as inactive or inconclusive. Unless noted, on the % scale 0 is the no-effect control and ±100 the full control effect. An excerpt; rates above refer to the full screens.

Below each compound – IP6K1 inhibitor	SNCA expr inhib	FLuc inh	NIH3T3 tox	HEK cytotox	HEK293 viab	GPT2 inh
> CC(Nc1ncnc2nc[nH]c12)c1cc2cccc(Cl)c2c(=O)n1-c1ccccc1 (stereo not given)
    32	·	·	·	·	-13%	0%
> NC(=O)n1c(O)c(C(=O)c2cccs2)c2cc(Cl)ccc21
    -11	-29%[25.6 µM]	·	·	·	4%[23.9 µM]	i
> O=C1NCC2(CCN(CCc3ccccc3)CC2)O1
    -9	5%	·	·	·	-9%	?
> O=C(Nc1ccccc1)Nc1ccc(-c2ccc(C(=O)[C@H]3CCC[C@H]3C(=O)O)cc2)cc1
    ·	-12%	·	·	·	-10%	1%
> CN(C)CC=CC(=O)Nc1cc2c(Nc3ccc(F)c(Cl)c3)ncnc2cc1O[C@H]1CCOC1
    ·	?	·	·	·	?	?
> CC[C@]1(O)CC2CN(CCc3c([nH]c4ccccc34)[C@@](C(=O)OC)(c3cc4c(cc3OC)N(C)[C@H]3[C@@](O)(C(=O)OC)[C@H](OC(C)=O)[C@]5(CC)C=CCN6CC[C@]43[C@@H]65)C2)C1 (stereo not given in full)
    -14	·	·	·	·	-31%	i
> O=C(NC[C@H](O)CN1CCc2ccccc2C1)c1cc(NC2COC2)ncn1
    9	0%	·	·	·	?	-3%
> CCOC(=O)[C@H](CCc1ccccc1)N[C@@H](C)C(=O)N(CC(=O)O)C1Cc2ccccc2C1
    9	-37%[25.6 µM]	·	·	·	-3%[23.9 µM]	-28%
> CCCOc1ccccc1-c1nc2n[nH]nc2c(=O)[nH]1
    4	5%	·	·	·	7%	0%&3%
> N#Cc1c(Oc2ccc(F)c(NC(=O)Cc3cccc(C(F)(F)F)c3)c2)ccc2nc(NC(=O)C3CC3)sc12
    -7	·	·	·	·	-5%	-16%
> NS(=O)(=O)c1cc2c(cc1C(F)(F)F)NC(Cc1ccccc1)NS2(=O)=O (stereo not given)
    5	1%[25.6 µM]	·	·	·	5%[23.9 µM]	-4%
> Cc1cn2c(N)c(Cl)cc(C(=O)NCC3CCN(CC(C)C)CC3)c2n1
    26	·	·	·	·	29%	-3%
> CCOC(=O)c1cnn(-c2ccc(NC(=O)C(Cl)=C(Cl)Cl)cc2)c1C(F)(F)F
    12	·	·	·	·	?	-9%
> CCOC(=O)C(CCc1ccccc1)NC1CSC(c2cccs2)CN(CC(=O)O)C1=O (stereo not given)
    -3	·	·	·	·	10%	i
> CC(C)=CCC[C@](C)(O[C@@H]1O[C@H](CO)[C@@H](O)[C@H](O)[C@H]1O)[C@H]1CC[C@]2(C)[C@@H]1[C@H](O)CC1[C@@]3(C)CC[C@H](O)C(C)(C)C3[C@@H](O[C@@H]3O[C@H](CO)[C@@H](O)[C@H](O)[C@H]3O[C@@H]3O[C@@H](C)[C@H](O)[C@@H](O)[C@H]3O)C[C@]12C (stereo not given in full)
    12	·	·	·	·	-17%[12.5 µM]	?
> C/C(=N\O)[C@@H](C)NCC(C)(C)CN[C@H](C)/C(C)=N/O
    24	-25%[25.6 µM]	·	·	·	10%[23.9 µM]	i
> Cc1cc(N(C)C)ccc1-c1nc2ccc(-c3nc4ccc(N5CCN(C)CC5)cc4[nH]3)cc2[nH]1
    -9	·	·	·	·	-30%	i
> O=c1[nH]c2ccc(C#CCN3CCC(Cc4ccccc4)CC3)cc2[nH]1
    14	·	·	·	·	-7%	i
> CNc1nc(NCc2ccc(NS(C)(=O)=O)cc2Cl)cc(-c2ccccn2)n1
    -4	·	·	·	·	-17%	i
> CCN(CCCOc1ccc2c(Nc3cc(CC(=O)Nc4cccc(F)c4)[nH]n3)ncnc2c1)CCOP(=O)(O)O
    -5	·	·	·	·	-13%	i
> O=C1c2ccc(Nc3ccc(F)cc3F)cc2CCc2ccc(OCC(O)CO)cc21 (stereo not given)
    -4	·	·	·	·	-2%	0%
> CN(C)CCN(Cc1ccsc1)c1ccccn1
    9	21%[25.6 µM]	·	·	·	-1%[23.9 µM]	-2%
> Cc1ccc(-c2ccc3c(ccc4sc5c(c43)NC[C@@H](C)NC5=O)n2)cn1
    -7	·	·	·	·	-18%	i
> Cc1c(C(=O)Nc2ccc(N3CC(C)OC(C)C3)nc2)cccc1-c1ccc(OC(F)(F)F)cc1 (stereo not given)
    -4	·	·	·	·	-16%	3%
> COC(=O)c1cc(Cl)c(NC(C)=O)cc1OC
    5	-27%[25.6 µM]	·	·	·	3%[23.9 µM]	1%
> O=C(CCCCCCC(=O)Nc1ccc([C@H]2O[C@@H](CSc3nc(-c4ccccc4)c(-c4ccccc4)o3)C[C@@H](c3ccc(CO)cc3)O2)cc1)NO
    -5	?	·	·	·	-25%&-8%	5%&0%
> Nc1cc(-c2ccncc2)c[nH]c1=O
    -8	16%[25.6 µM]	·	·	·	3%[23.9 µM]	10µM*
> C[C@@H](NC(=O)c1ncnc(N)c1Cl)c1ncc(C(=O)Nc2cc(C(F)(F)F)c(Cl)cn2)s1
    -12	-4%	·	·	·	-12%&-18%	5%
> Cc1ccc(Cl)cc1N(CC(=O)Nc1c(F)cccc1F)S(C)(=O)=O
    -3	·	·	·	·	14%	i
> C[C@]12CC[C@H]3[C@@H](CCC4=CC(=O)CC[C@@]43C)[C@@H]1CC[C@@H]2C(=O)CO
    1	-33%[25.6 µM]	·	·	·	40%[23.9 µM]	-22%
> CC(Oc1c(Cl)cccc1Cl)C1=NCCN1 (stereo not given)
    11	-16%[25.6 µM]	·	·	·	-5%[23.9 µM]	i
> Cc1[nH]c(C=C2C(=O)Nc3ccccc32)c(C)c1CCC(=O)O
    ·	?	·	·	·	?	-27%
> N#Cc1ccc(O[C@@H]2c3ccccc3C[C@H]2N2CCC[C@@H](N)C2)c(Cl)c1
    9	·	·	·	·	-16%	i
> Cn1cc(-c2cnc3ccc4ccc(CS(=O)(=O)NCc5ccccn5)cc4c(=O)c3c2)cn1
    16	·	·	·	·	?	?
> COc1cc(C)c(Sc2cnc(NC(=O)c3ccc(CNC(C)C(C)C)cc3)s2)cc1C(=O)N1CCN(C(C)=O)CC1 (stereo not given)
    -13	?	·	·	·	27µM*!	0%&-14%
> Cc1nc(-c2ccc(OC3CCN(C(=O)c4[nH]nc5c4COc4ccccc4-5)C3)cc2)no1 (stereo not given)
    0	-17%	6%	-24%	?	0%	i
> CC1CC[C@]2(C(=O)O)CC[C@]3(C(=O)O)C(=CCC4[C@@]5(C)CC[C@H](O[C@@H]6O[C@H](CO)[C@@H](O)[C@H](O)[C@H]6O)C(C)(C)C5CC[C@]43C)C2C1C (stereo not given in full)
    13	·	·	·	·	-27%[23.9 µM]	0%[17.1 µM]
> CC(C)Cc1ccc([C@H](C)C(=O)O)cc1
    ·	6%	·	·	·	-1%	2%
> Cc1nc2ccc(-n3ncc(C(=O)c4cc5ccccc5[nH]4)c3N)cc2[nH]1
    -19	·	·	·	·	-8%	i
> O=C(O)CN1C(=O)c2cccc3cccc(c23)C1=O
    3	6%[25.6 µM]	·	·	·	-2%[23.9 µM]	i

The list goes on, overlapping the part above by 4 compounds.
Below each compound – IP6K1 inhibitor	SNCA expr inhib	FLuc inh	NIH3T3 tox	HEK cytotox	HEK293 viab	GPT2 inh
> CC1CC[C@]2(C(=O)O)CC[C@]3(C(=O)O)C(=CCC4[C@@]5(C)CC[C@H](O[C@@H]6O[C@H](CO)[C@@H](O)[C@H](O)[C@H]6O)C(C)(C)C5CC[C@]43C)C2C1C (stereo not given in full)
    13	·	·	·	·	-27%[23.9 µM]	0%[17.1 µM]
> CC(C)Cc1ccc([C@H](C)C(=O)O)cc1
    ·	6%	·	·	·	-1%	2%
> Cc1nc2ccc(-n3ncc(C(=O)c4cc5ccccc5[nH]4)c3N)cc2[nH]1
    -19	·	·	·	·	-8%	i
> O=C(O)CN1C(=O)c2cccc3cccc(c23)C1=O
    3	6%[25.6 µM]	·	·	·	-2%[23.9 µM]	i
> CCOc1ccc(-c2nc(-c3cccc4c3CCC4NCCO)no2)cc1OCC (stereo not given)
    -4	·	·	·	·	7%	i
> O=C(O)[C@@H]1[C@H]2C[C@H]3c4[nH]c5ccccc5c4CCN3C[C@@H]2CC[C@@H]1O
    -5	30%[25.6 µM]	·	·	·	-8%[23.9 µM]	0%
> CCCc1ccc(OCC(=O)N2CCN(C(=O)COc3ccc(CCC)cc3OC)CC2)c(OC)c1
    -6	38%[25.6 µM]	·	·	·	-15%[23.9 µM]	-2%
> CCOC(=O)c1cccc(N)c1
    1	27%[25.6 µM]	·	·	·	-17%[23.9 µM]	i
> Cc1cnc(Nc2cccc(CN3CCOCC3)c2)nc1Nc1cccc(S(=O)(=O)NC(C)(C)C)c1
    -9	-9%	·	·	·	-14%&-14%	?
> C[C@H]1COc2c(N3CCN(C)CC3)c(F)cc3c(=O)c(C(=O)O)cn1c23
    ·	13%	·	·	·	-4%	?
> O=C(NCC(O)CO)c1ccncc1Nc1ccc(I)cc1F (stereo not given)
    5	·	·	·	·	2%	i
> CN(CC1(C)CCOCC1)C(=O)NCc1ccco1
    12	0%	-7%	i	4%	2%	i
> CC(C)NC(=O)c1ccc(C#Cc2ccncc2)cn1
    -4	·	·	·	·	-26%	-2%
> CCCOC(=O)c1ccccc1
    10	14%[25.6 µM]	·	·	·	5%[23.9 µM]	i
> Nc1ccc(C(=O)Nc2ccccc2N)cc1
    7	74%[25.6 µM]	·	·	·	-20%[23.9 µM]	i
> CC(C)(C)c1cnc(CSc2cnc(NC(=O)C3CCNCC3)s2)o1
    ·	1.5µM*	·	·	·	?	-3%
> COc1cncc(C#Cc2ccccn2)c1
    -8	·	·	·	·	9%	i
> CCCCNc1ncc2c(-c3ccc(CN4CCN(C)CC4)cc3)cn(C3CCC(O)CC3)c2n1 (stereo not given)
    10	·	·	·	·	?	2%
> O=c1cc[nH]c(=O)[nH]1
    2	62%[25.6 µM]	·	·	·	-4%[23.9 µM]	-8%
> c1ccc2c(CC3=NCCN3)cccc2c1
    26	-44%[25.6 µM]	·	·	·	-21%[23.9 µM]	i
> COc1cc(N)c(Cl)cc1C(=O)NC1CCN(CCCOc2ccc(F)cc2)CC1OC (stereo not given)
    11	-35%[25.6 µM]	·	·	·	7%[23.9 µM]	i
> Cc1onc(-c2ccccc2Cl)c1C(=O)N[C@@H]1C(=O)N2[C@@H]1SC(C)(C)[C@@H]2C(=O)O
    14&3&13	-1%	·	·	·	7%	-24%&2%
